Source: PubChem BioAssay
NSD2 HMT inh: inhibitors of human histone methyltransferase NSD2 | O96028 | NSD2 peptide methylation, AlphaScreen, 120 min | inhibition, % at 12.5 µM | 0.54% of 310,000 active | AID 743445; in the data active = inhibition above about 50%
Target sequence (O96028 whole entry, looked up): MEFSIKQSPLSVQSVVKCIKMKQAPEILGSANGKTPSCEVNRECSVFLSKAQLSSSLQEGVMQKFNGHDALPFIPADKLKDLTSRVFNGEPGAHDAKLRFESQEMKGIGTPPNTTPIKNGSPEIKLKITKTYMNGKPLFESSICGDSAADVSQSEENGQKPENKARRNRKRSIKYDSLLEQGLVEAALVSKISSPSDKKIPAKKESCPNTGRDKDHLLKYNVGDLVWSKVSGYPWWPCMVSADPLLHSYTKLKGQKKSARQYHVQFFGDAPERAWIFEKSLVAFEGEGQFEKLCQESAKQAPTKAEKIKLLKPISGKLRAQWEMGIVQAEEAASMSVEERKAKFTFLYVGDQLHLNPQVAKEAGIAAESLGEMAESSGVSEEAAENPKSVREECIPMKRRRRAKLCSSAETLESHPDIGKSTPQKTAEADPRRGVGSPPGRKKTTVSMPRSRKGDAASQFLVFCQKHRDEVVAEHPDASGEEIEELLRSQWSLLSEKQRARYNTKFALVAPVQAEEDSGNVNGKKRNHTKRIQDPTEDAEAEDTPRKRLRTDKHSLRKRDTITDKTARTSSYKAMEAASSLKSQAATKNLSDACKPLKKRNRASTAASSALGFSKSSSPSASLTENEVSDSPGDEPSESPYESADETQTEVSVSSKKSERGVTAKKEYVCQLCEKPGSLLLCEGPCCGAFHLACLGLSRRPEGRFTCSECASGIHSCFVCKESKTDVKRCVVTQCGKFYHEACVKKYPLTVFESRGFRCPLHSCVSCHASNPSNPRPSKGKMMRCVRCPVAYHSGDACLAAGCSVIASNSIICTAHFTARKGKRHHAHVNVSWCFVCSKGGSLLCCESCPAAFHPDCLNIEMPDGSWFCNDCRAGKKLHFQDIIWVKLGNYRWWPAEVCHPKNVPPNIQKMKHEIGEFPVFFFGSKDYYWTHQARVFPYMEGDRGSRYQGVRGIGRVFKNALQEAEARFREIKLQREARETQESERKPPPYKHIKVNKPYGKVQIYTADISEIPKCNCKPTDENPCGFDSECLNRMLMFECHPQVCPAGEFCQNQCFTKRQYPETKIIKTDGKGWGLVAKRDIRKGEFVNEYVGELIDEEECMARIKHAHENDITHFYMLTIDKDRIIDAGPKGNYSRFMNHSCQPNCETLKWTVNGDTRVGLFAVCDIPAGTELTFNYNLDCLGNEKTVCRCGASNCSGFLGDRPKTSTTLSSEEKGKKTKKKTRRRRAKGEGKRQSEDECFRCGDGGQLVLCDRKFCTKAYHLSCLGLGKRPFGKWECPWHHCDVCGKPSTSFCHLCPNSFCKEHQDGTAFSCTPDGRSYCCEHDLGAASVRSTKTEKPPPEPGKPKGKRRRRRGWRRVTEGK
Pemphigus Ab inh: human desmoglein-3 autoantibody binding inhibition; DSG3-coupled beads, scFv-anti-DSG3-GFP binding, flow cytometry; stronger effect = lower value; P32926; binding (percent of control), % at 10 µM; 0.48% of 310,000 active;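 active = binding more than 3 SD below its plate's average and above zero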;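 note: hits lower antibody fragment binding to DSG3; some compounds called inactive have numbers as strong as hits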
Keap1 Nrf2 FP: Keap1-Nrf2 (human) interaction inhibition; 0.15% of 340,000 active; AID 504523; inhibition, % at 9.4 µM; Keap1 Kelch-Nrf2 peptide fluorescence polarization, 1536-well; in the data active = inhibition above about 12%;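 note: human Keap1 Kelch domain with fluorescein labeled Nrf2 9mer peptide probe; 0% = neutral control wells and 100% = peptide positive control; higher means more block of Keap1 binding to Nrf2 peptide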
RTF Ca sens inh: cardiac RTF calcium desensitization; inhibition, % at 7.15 µM; 0.12% of 340,000 active; P19429+P45379; IANBD-labeled cardiac RTF, Ca2+ fluorescence;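 active = inhibition above the mean inhibition of all tested compounds plus 3 SD, cut at about 17% in these data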;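 note: assay run at fixed EC70 calcium of 1.6 mM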
Arrestin-AP2 inh: inhibitors of human beta-arrestin and AP2 interaction | 0.31% of 340,000 active | inhibition, % at 10 µM | FITC-arrestin peptide / GST-AP2 beads, flow cytometry; AP2 beta2 appendage carries R879A mutation;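 active = inhibition above a set limit, near 3 SD of compounds lacking own fluorescence, cut at about 54% in these data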;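 note: plate controls were DMSO wells for no effect and 5 µM unlabelled arrestin peptide for full effect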
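Material – GST-tagged AP2 beta2-adaptin appendage (R879A) on 4 µm glutathione beads · Probe or stimulus – fluorescein-tagged arrestin peptide at 50 nM final · Timing – 12 min plus 1 h, RT · Detection – bead flow cytometry, FITC channel · Read-out basis – inhibition as reduced fluorescein signal on beads, percent · Medium – PBS plus Tween 20 (0.05%) and BSA (0.1%)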
CAL PDZ FP-1: inhibitors of human CAL PDZ peptide binding | inhibition, % at 20 µM | purified CAL PDZ, TMR-peptide fluorescence polarization, 1 h | 0.02% of 330,000 active | AID 504414;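 active = highest replicate inhibition of at least 40%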;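 note: plate controls were DMSO neutral control wells for no effect and unlabeled competitor peptide control wells for full effect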
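Test system: purified CerCALP PDZ construct; Compound dosing: one concentration, 20 µM compound; Also added: TMR-labelled reporter peptide T*-PRC34 bound in PDZ groove; Read-out: inhibition from polarization loss; Controls: unlabelled peptide and DMSO controls; Signal: FP readout, S and P plane fluorescence; Incubation: 1 h at RT.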
CAL PDZ FP-2: inhibitors of human CAL PDZ peptide binding; Q9HD26; purified CAL PDZ, TMR-peptide fluorescence polarization, 1 h; inhibition, % at 24.9 µM; 0.92% of 300,000 active; AID 602252;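 active = mean inhibition of at least 30% with at least half of replicates also reaching 30%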;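 note: 0% = DMSO neutral control and 100% = excess unlabeled competitor peptide PRC23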
DAGLB inhibitor: blocks human DAGLB lipase activity | Q8NCG7 | HEK293T DAGLB membrane lysate, EnzChek fluorogenic substrate | inhibition, % at 5.17 µM | 0.059% of 340,000 active; in the data active = inhibition above about 34%;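 note: 0% = enzyme with vehicle and 100% = wells lacking enzyme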
V-ATPase pH: alters yeast V-ATPase proton transport. S. cerevisiae, pHLuorin cytosolic pH fluorescence. response, % at 10 µM. 0.37% of 350,000 active; in the data active = response mostly above about 7.3%, no sharp cut-off; inactive = mostly below about 5.4%; note: actives read high; inactives centre near 0; some compounds called inactive have numbers as strong as hits
LANA DNA inh: KSHV C-LANA DNA binding inhibition; inhibition, % at 9 µM; AID 504423; MBP-C-LANA/FAM-LBS DNA binding, fluorescence polarization; 0.078% of 340,000 active;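 active = highest replicate inhibition at or above 60% at 9 µM, even if other replicates fall short; inactive = all replicates below 60% inhibition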;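 note: 0% = neutral control wells and 100% = 4 µM acridine orange control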
* hit, by the source's call.

What do the screens show for `CC1=CC=CC2=NC(=O)CC(C)(C(=O)N(CC(=O)NC(C)C)C3CCCC3)N12` (centres undefined)?
NSD2 HMT inh: 4; Pemphigus Ab inh: 99; Keap1 Nrf2 FP: -2; RTF Ca sens inh: -7; Arrestin-AP2 inh: 15; CAL PDZ FP-1: -0.6; DAGLB inhibitor: 1; V-ATPase pH: 0; LANA DNA inh: -0.5

How did O=Cc1cccc(Oc2ncccn2)c1 do in these assays?
NSD2 HMT inh: -3; Pemphigus Ab inh: 95; Keap1 Nrf2 FP: -4; RTF Ca sens inh: -1; Arrestin-AP2 inh: 25; CAL PDZ FP-1: 0.4; CAL PDZ FP-2: 5; DAGLB inhibitor: 0; V-ATPase pH: -5; LANA DNA inh: 0.3

How did CN(C)C(=O)CN1CCN(Cc2nc(CC3CC3)no2)CC1 do in these assays?
NSD2 HMT inh: 8; Pemphigus Ab inh: 106; Keap1 Nrf2 FP: 2; RTF Ca sens inh: 5; Arrestin-AP2 inh: 39; CAL PDZ FP-1: -1.8; CAL PDZ FP-2: -4; DAGLB inhibitor: -1; V-ATPase pH: -3; LANA DNA inh: 3.4

Results for CC(=O)Nc1ccc(NC(=O)CCCSc2nc3ccccc3[nH]2)cc1 ?
NSD2 HMT inh: -2; Pemphigus Ab inh: 102; Keap1 Nrf2 FP: 5; RTF Ca sens inh: -3; Arrestin-AP2 inh: 2; CAL PDZ FP-1: -1.2; CAL PDZ FP-2: -2; DAGLB inhibitor: 2; V-ATPase pH: 2; LANA DNA inh: 1.9

What do the screens show for `COc1ccc(CNC(=O)CC2C[C@H](C(=O)N3CCOCC3)[C@@]3(CCC4CCCC4)c4[nH]c5ccccc5c4CCN3C2=O)cc1OC` (some centres undefined)?
Pemphigus Ab inh: 106; Keap1 Nrf2 FP: -1; RTF Ca sens inh: -2; Arrestin-AP2 inh: 1; CAL PDZ FP-1: 0.3; CAL PDZ FP-2: -12; DAGLB inhibitor: 1; V-ATPase pH: -3; LANA DNA inh: 0.7

How did Clc1cccc(OCc2nnc(-c3ccccc3Br)o2)c1 do in these assays?
NSD2 HMT inh: -1; Pemphigus Ab inh: 112; Keap1 Nrf2 FP: 0; RTF Ca sens inh: -33; Arrestin-AP2 inh: 29; CAL PDZ FP-1: -0.1; CAL PDZ FP-2: -5; DAGLB inhibitor: -14; V-ATPase pH: -8; LANA DNA inh: 8.7

Results for COc1ccc(-n2cnnc2SCC(=O)Nc2cccc(S(N)(=O)=O)c2)cc1 ?
NSD2 HMT inh: -2; Pemphigus Ab inh: 110; Keap1 Nrf2 FP: -2; RTF Ca sens inh: -11; Arrestin-AP2 inh: 9; CAL PDZ FP-1: 0.0; CAL PDZ FP-2: -4; DAGLB inhibitor: 0; V-ATPase pH: 0; LANA DNA inh: 0.5

How did COc1ccc2[nH]c(=O)c(CN(C(=O)c3ccccn3)c3ccccc3)cc2c1 do in these assays?
NSD2 HMT inh: 0; Pemphigus Ab inh: 100; Keap1 Nrf2 FP: -2; RTF Ca sens inh: -7; Arrestin-AP2 inh: 3; CAL PDZ FP-1: 0.0; CAL PDZ FP-2: -1; DAGLB inhibitor: -3; V-ATPase pH: -2; LANA DNA inh: -0.7

What do the screens show for `CC(=O)Nc1ccc(N(C(=O)c2cnccn2)C(C(=O)NC2CCCCC2)c2ccc(O)cc2)cc1` (centres undefined)?
Pemphigus Ab inh: 100; Keap1 Nrf2 FP: -3; RTF Ca sens inh: 1; Arrestin-AP2 inh: -2; CAL PDZ FP-1: -0.8; CAL PDZ FP-2: -4; DAGLB inhibitor: 3; V-ATPase pH: 2; LANA DNA inh: 2.4

What do the screens show for `CC(NC(=O)c1ccc(Cl)c(Cl)c1)c1ccc(-c2ccccc2)cc1` (centres undefined)?
NSD2 HMT inh: -2; Pemphigus Ab inh: 98; Keap1 Nrf2 FP: 4; RTF Ca sens inh: -8; Arrestin-AP2 inh: 2; CAL PDZ FP-1: -1.0; CAL PDZ FP-2: -2; DAGLB inhibitor: -7; V-ATPase pH: 7; LANA DNA inh: 1.1

How did COCc1cc(C)n(CC(=O)NCC2CCCO2)c(=O)c1C#N (centres undefined) do in these assays?
Pemphigus Ab inh: 101; Keap1 Nrf2 FP: -5; RTF Ca sens inh: -11; Arrestin-AP2 inh: 5; CAL PDZ FP-1: -2.0; CAL PDZ FP-2: 5; DAGLB inhibitor: 1; V-ATPase pH: 3; LANA DNA inh: 0.3

Results for O=C(CNC(=O)c1ccc(Br)cc1)c1ccccc1 ?
NSD2 HMT inh: 1; Pemphigus Ab inh: 119; Keap1 Nrf2 FP: -12; RTF Ca sens inh: -10; Arrestin-AP2 inh: -7; CAL PDZ FP-1: 1.3; CAL PDZ FP-2: -7; DAGLB inhibitor: -2; V-ATPase pH: 0; LANA DNA inh: -0.8

How did CCOc1ccc(CNC(=O)CN2C(=O)CSc3ccc(S(=O)(=O)N4CCOCC4)cc32)cc1 do in these assays?
NSD2 HMT inh: 0; Pemphigus Ab inh: 97; DAGLB inhibitor: -1; V-ATPase pH: 0

What do the screens show for `COc1ccc(-c2csc(NC(=S)NC(=O)c3ccco3)n2)cc1Br`?
NSD2 HMT inh: -2; Pemphigus Ab inh: 103; Keap1 Nrf2 FP: -1; RTF Ca sens inh: -12; Arrestin-AP2 inh: -14; CAL PDZ FP-1: 0.0; DAGLB inhibitor: -2; V-ATPase pH: 1; LANA DNA inh: 1.8

How did CCCOc1ccc(C(=O)Nc2ccc3c(c2)OCCO3)cc1 do in these assays?
NSD2 HMT inh: -3; Pemphigus Ab inh: 109; Keap1 Nrf2 FP: -7; RTF Ca sens inh: 0; Arrestin-AP2 inh: 10; CAL PDZ FP-1: -0.4; CAL PDZ FP-2: -2; DAGLB inhibitor: -2; V-ATPase pH: 4; LANA DNA inh: -1.1

Results for COC(=O)c1cccc(Cn2nc(C)c([N+](=O)[O-])c2C)c1 ?
NSD2 HMT inh: 15; Pemphigus Ab inh: 105; Keap1 Nrf2 FP: 1; RTF Ca sens inh: -5; Arrestin-AP2 inh: 35; CAL PDZ FP-1: -1.4; CAL PDZ FP-2: -6; DAGLB inhibitor: -2; V-ATPase pH: 3; LANA DNA inh: -2.0

What do the screens show for `N=c1c(C(=O)NC2CCCCC2)cc2c(=O)n3ccccc3nc2n1Cc1ccccc1`?
NSD2 HMT inh: -13; Pemphigus Ab inh: 99; Keap1 Nrf2 FP: -9; RTF Ca sens inh: -2; Arrestin-AP2 inh: -12; CAL PDZ FP-1: -2.7; CAL PDZ FP-2: 2; DAGLB inhibitor: -1; V-ATPase pH: 2; LANA DNA inh: 5.2

Results for COC(=O)C1CCCCN1C(=O)c1cc(COc2cccc3cnccc23)on1 (centres undefined) ?
Keap1 Nrf2 FP: 1; RTF Ca sens inh: -3; Arrestin-AP2 inh: 52; CAL PDZ FP-1: -3.2; CAL PDZ FP-2: -5; DAGLB inhibitor: -2; V-ATPase pH: 0; LANA DNA inh: 3.2

What do the screens show for `COCc1cc(C)nc2sc(C(=O)Nc3ccccc3Br)c(N)c12`?
NSD2 HMT inh: -3; Pemphigus Ab inh: 94; Keap1 Nrf2 FP: -3; RTF Ca sens inh: -7; Arrestin-AP2 inh: -16; CAL PDZ FP-1: 1.0; CAL PDZ FP-2: -1; DAGLB inhibitor: -4; V-ATPase pH: 2; LANA DNA inh: -3.3

What do the screens show for `COc1cc(C(=O)Nc2ccccc2N2CCOCC2)ccc1OCC(=O)N1CCOCC1`?
NSD2 HMT inh: -1; Keap1 Nrf2 FP: 4; RTF Ca sens inh: -10; Arrestin-AP2 inh: 31; CAL PDZ FP-1: -1.8; CAL PDZ FP-2: -4; DAGLB inhibitor: -4; V-ATPase pH: -3; LANA DNA inh: 1.2

How did Cn1c(=O)c2c(nc(CN3CCN(C(=O)c4ccco4)CC3)n2CCCO)n(C)c1=O do in these assays?
NSD2 HMT inh: -1; Pemphigus Ab inh: 96; Keap1 Nrf2 FP: -6; RTF Ca sens inh: -6; Arrestin-AP2 inh: 2; CAL PDZ FP-1: -1.8; CAL PDZ FP-2: -5; DAGLB inhibitor: -2; V-ATPase pH: 1; LANA DNA inh: 0.5

What do the screens show for `Nc1ccc2nc3c(=O)n(C4CCCCC4)c(=O)[nH]c3nc2c1`?
NSD2 HMT inh: -1; Pemphigus Ab inh: 105; Keap1 Nrf2 FP: 60*; RTF Ca sens inh: inactive; Arrestin-AP2 inh: 9; CAL PDZ FP-1: -1.2; CAL PDZ FP-2: 3; DAGLB inhibitor: -102; V-ATPase pH: 2; LANA DNA inh: 39

Results for C=CC(n1cncn1)C(O)(c1ccccc1)c1ccccc1 (centres undefined) ?
Pemphigus Ab inh: 88; Keap1 Nrf2 FP: 6; RTF Ca sens inh: -3; Arrestin-AP2 inh: -4; CAL PDZ FP-1: 0.1; CAL PDZ FP-2: -1; DAGLB inhibitor: 2; V-ATPase pH: 3; LANA DNA inh: 0.5

Results for O=C1CSC(c2cn(-c3ccccc3)nc2-c2cc3ccccc3oc2=O)N1Cc1ccccc1 (centres undefined) ?
Pemphigus Ab inh: 105; Keap1 Nrf2 FP: -3; RTF Ca sens inh: 3; Arrestin-AP2 inh: -8; CAL PDZ FP-1: -1.9; CAL PDZ FP-2: -3; DAGLB inhibitor: -3; V-ATPase pH: -1; LANA DNA inh: 1.6

What do the screens show for `O=C(c1ccco1)N1CCN(S(=O)(=O)c2ccc(Br)cc2)CC1`?
NSD2 HMT inh: -1; Pemphigus Ab inh: 105; Keap1 Nrf2 FP: -4; RTF Ca sens inh: -22; Arrestin-AP2 inh: 5; CAL PDZ FP-1: -0.4; CAL PDZ FP-2: -2; DAGLB inhibitor: -6; V-ATPase pH: 8; LANA DNA inh: -2.1

Quoted at random: 2 records from the list, in no set order.
What do the screens show for `CC(=O)Nc1ccc(N(C(=O)c2cnccn2)C(C(=O)NC2CCCCC2)c2ccc(O)cc2)cc1` (centres undefined)?
Pemphigus Ab inh: 100; Keap1 Nrf2 FP: -3; RTF Ca sens inh: 1; Arrestin-AP2 inh: -2; CAL PDZ FP-1: -0.8; CAL PDZ FP-2: -4; DAGLB inhibitor: 3; V-ATPase pH: 2; LANA DNA inh: 2.4

What do the screens show for `COc1ccc(CNC(=O)CC2C[C@H](C(=O)N3CCOCC3)[C@@]3(CCC4CCCC4)c4[nH]c5ccccc5c4CCN3C2=O)cc1OC` (some centres undefined)?
Pemphigus Ab inh: 106; Keap1 Nrf2 FP: -1; RTF Ca sens inh: -2; Arrestin-AP2 inh: 1; CAL PDZ FP-1: 0.3; CAL PDZ FP-2: -12; DAGLB inhibitor: 1; V-ATPase pH: -3; LANA DNA inh: 0.7

Some of the compounds tested. The share of hits here may be higher or lower than overall.
